ERG-DNA inh: qHTS for Small Molecule Inhibitors of the ERG Ets/DNA interaction | Transcriptional regulator ERG (Homo sapiens), P11308 | fluorescence polarization, His-ERG Ets domain / labelled DNA | Potency, µM (doses to about 76.9 µM), for the others: top-dose FP activity, negative = inhibition, most hits filed as inhibitors | 370,000 compounds, 0.028% hits; active = well fitted inhibition curve with a large enough effect in the polarisation, with a control signal flat; inconclusive = small, poorly fitted or top-dose-only effect, or effect the other way, or a change in a side signal; inactive = no such curve, though single readings can be large or run the other way; the % refers to the polarisation;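 note: polarization taken with two DNA probes labelled with fluorescein and Texas red; potency is the fitted concentration of half-maximal effect; % of control where 0% means no effect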
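His-tagged ERG Ets domain (1 uM in the protein solution; 300mM KCl, 50mM Tris-HCl, 1mM EDTA, 1mM DTT, pH 7.5) received compound, then a probe mix of 5 nM fluorescein-DNA and 100nM Texas-615-DNA. Fluorescence polarization was read for both dyes.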
G9a inh: qHTS Assay for Inhibitors of Histone Lysine Methyltransferase G9a; Histone-lysine N-methyltransferase EHMT2 (Homo sapiens), Q96KQ7; G9a H3K9 monomethylation, AlphaScreen, 2 h; Potency, µM (doses to about 102 µM), for the others: top-dose activity, negative = inhibition, usual class: inhibitors; 350,000 compounds, 8.8% hits; note: potency is the fitted concentration of half-maximal effect; % is set by controls: 0 for no effect and ±100 for the full control effect; nearly all actives have a fitted effect of over 75% in size
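Compounds were preincubated with 20 nM G9a for 15 min, after which biotinylated H3K9 peptide (500 nM) and SAM (20 uM) started a 2 h room-temperature reaction. Monomethylated product was quantified by antibody-based AlphaScreen chemiluminescence.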
PGK inhibitor: qHTS Assay to Find Inhibitors of Phosphoglycerate Kinase; Phosphoglycerate kinase, glycosomal (Trypanosoma brucei brucei), P07378; PGK/GAPDH coupled, Kinase-Glo luminescence, 60 min; Potency, µM (titrated, usually from 57.5 µM), for the others: at the highest dose activity change, negative = inhibition, usual class: inhibitors; 380,000 compounds, 0.043% hits; AID 602233, 2012; note: potency is the fitted concentration of half-maximal effect; % is set by controls: 0 for no effect and ±100 for the full control effect; nearly all actives have a fitted effect of over 60% in size
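Luminescent ATP detection (Kinase-Glo Plus) follows a 60-minute room-temperature incubation, with wells lacking PGK as controls. Buffer: 100 mM TEA (pH 7.6), 5 mM MgCl2, 0.01% Tween-20. Coupling enzyme GAPDH (100 nM final) supplies unstable 1,3-BPG in-well.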
PI4K2A block: qHTS for small molecular inhibitors of PI4K2A | Phosphatidylinositol 4-kinase type 2-alpha (Homo sapiens), Q9BTU6 | purified PI4K2A, ADP-Glo luminescence, 1 h; active compounds read low | activity change, negative = inhibition, % at 76.9 µM | 420,000 compounds, 0.13% hits; in the data active = activity change below about -50%; inconclusive = mostly about -30% to -49%;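 note: -100% = wells without enzyme as full effect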
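PI4K2A activity was measured by ADP-Glo luminescence: enzyme (4 ug/mL stock) and phosphatidylinositol (1.2 mM stock) in Tris pH 7.5/MgCl2/EGTA/Triton X-100 buffer were reacted with ATP (300 microM stock) for one hour at ambient temperature.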
GLS inh: qHTS for Inhibitors of Glutaminase (GLS); Glutaminase kidney isoform, mitochondrial (Homo sapiens), O94925; GLS enzymatic activity, qHTS titration; Potency, µM (series often up to 45.5 µM), inactives show at the highest dose activity change, negative = inhibition, usual class: inhibitors; 410,000 compounds, 0.21% hits; note: potency is the fitted concentration of half-maximal effect; % is set by controls: 0 for no effect and ±100 for the full control effect
Target sequence (O94925 whole entry, looked up, canonical isoform): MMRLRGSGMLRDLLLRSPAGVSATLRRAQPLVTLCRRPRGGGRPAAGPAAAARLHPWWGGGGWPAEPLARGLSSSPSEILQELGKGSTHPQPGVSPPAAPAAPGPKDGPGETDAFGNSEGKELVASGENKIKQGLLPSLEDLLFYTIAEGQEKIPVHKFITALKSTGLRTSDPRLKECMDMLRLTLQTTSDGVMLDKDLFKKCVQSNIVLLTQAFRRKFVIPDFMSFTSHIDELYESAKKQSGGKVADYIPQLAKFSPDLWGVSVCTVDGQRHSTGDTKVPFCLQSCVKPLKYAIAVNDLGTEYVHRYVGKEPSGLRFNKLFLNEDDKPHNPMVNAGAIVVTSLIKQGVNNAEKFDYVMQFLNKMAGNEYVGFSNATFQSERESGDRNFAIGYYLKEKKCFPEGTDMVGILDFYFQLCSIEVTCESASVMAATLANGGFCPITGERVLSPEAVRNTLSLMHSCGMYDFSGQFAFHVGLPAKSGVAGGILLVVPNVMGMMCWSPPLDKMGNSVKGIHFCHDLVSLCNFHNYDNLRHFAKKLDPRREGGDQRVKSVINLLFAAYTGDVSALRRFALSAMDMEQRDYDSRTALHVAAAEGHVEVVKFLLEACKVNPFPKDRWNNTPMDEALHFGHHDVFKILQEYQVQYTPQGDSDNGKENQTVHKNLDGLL
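Coupled fluorescence readout: glutamate oxidase/HRP/Amplex Red detect glutamate formed by hKGA from L-glutamine (1 mM solution added). Buffer 45 mM KH2PO4 pH 8.2, 0.02% Tween-20; reads at t0 and 30 min RT.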
JMJD2A Tudor inh: qHTS Assay for Inhibitors of JMJD2A-Tudor Domain. Lysine-specific demethylase 4A (Homo sapiens), O75164. AID 504339, 2011. 390,000 compounds, 4.4% hits. Potency, µM (highest dose often 114 µM), inactives show at the top dose activity change, negative = inhibition, actives largely listed as inhibitors. AlphaScreen JMJD2A-Tudor / H3K4me3 peptide binding; note: potency is the fitted concentration of half-maximal effect; % is set by controls: 0 for no effect and ±100 for the full control effect; nearly all actives have a fitted effect of over 50% in size
HP1b binding inh: HTS for Inhibitors of HP1-beta Chromodomain Interactions with Methylated Histone Tails. AlphaScreen HP1-beta / biotin-H3K9me3 peptide binding. 390,000 compounds, 0.56% hits. Chromobox protein homolog 1 (Homo sapiens), P83916. Potency, µM (doses to about 114 µM), for inactives: at the highest dose activity change, negative = inhibition, hits mostly inhibitors; note: potency is the fitted concentration of half-maximal effect; nearly all actives have a fitted effect of over 70% in size; inactives centre near 23
Target sequence (P83916 whole entry, looked up): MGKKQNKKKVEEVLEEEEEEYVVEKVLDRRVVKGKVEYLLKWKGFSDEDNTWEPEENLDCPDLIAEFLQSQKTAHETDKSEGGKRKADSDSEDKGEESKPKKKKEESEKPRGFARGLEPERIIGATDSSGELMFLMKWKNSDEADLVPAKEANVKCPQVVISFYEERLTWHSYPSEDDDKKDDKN
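AlphaScreen: HP1-beta (50 nM) preformed 30 min with biotin-H3(1-18)K9me3 peptide (50 nM) in PBS pH 7.4, 0.01% Tween-20. Compound added for 30 min at RT, then streptavidin donor/nickel chelate acceptor beads (10 ug/mL) for 30 min.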
Pin1 inh: qHTS Assay to Find Inhibitors of Pin1. Pin1 FP peptide displacement, HiFluor488, 10 min. Potency, µM (series often up to 115 µM), inactives show top-dose activity, negative = inhibition, usual class: inhibitors. 390,000 compounds, 0.009% hits. AID 504891, 2011; active = well fitted inhibition curve with a large enough effect in the polarisation, with a control signal flat, not every such curve was filed as active; inconclusive = small, poorly fitted or top-dose-only effect, or effect the other way, or a change in a side signal; inactive = no such curve, though single readings can be large or run the other way; the % refers to the polarisation; note: potency is the fitted concentration of half-maximal effect; % is set by controls: 0 for no effect and ±100 for the full control effect
Target sequence (Q13526 whole entry, looked up): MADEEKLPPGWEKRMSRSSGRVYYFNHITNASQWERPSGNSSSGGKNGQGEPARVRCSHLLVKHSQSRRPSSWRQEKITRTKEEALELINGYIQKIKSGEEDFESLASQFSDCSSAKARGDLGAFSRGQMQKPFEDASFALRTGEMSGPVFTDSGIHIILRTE
BAZ2B inh: qHTS Assay for Inhibitors of BAZ2B | AlphaScreen BAZ2B-H3K14Ac peptide displacement | Potency, µM (series often up to 114 µM), for inactives: at the highest dose activity change, negative = inhibition, usual class: inhibitors | 360,000 compounds, 4.4% hits | AID 504333, 2011; note: potency is the fitted concentration of half-maximal effect; % is set by controls: 0 for no effect and ±100 for the full control effect; nearly all actives have a fitted effect of over 60% in size
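AlphaScreen displacement of biotin-H3(5-23)K14Ac peptide (50 nM final) from BAZ2B (50 nM final) in PBS pH 7.4, 0.01% Tween-20; complex preformed 30 min RT, then compounds (top 110 uM) 30 min RT, beads 20 min dark.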
Numbers without * were called inactive; i = inactive; ? = inconclusive; / = no result given; [ ] = dose if it differs, or a comment. Unless noted, calls come from the whole dose curve; as a rule, active = well fitted curve in the direction sought with a large enough effect; inconclusive = small, poorly fitted or top-dose-only effect, or another doubt; inactive = no such curve, though single readings can be large; an effect the other way counts as inactive or inconclusive.

SMILES	ERG-DNA inh	G9a inh	PGK inhibitor	PI4K2A block	GLS inh	JMJD2A Tudor inh	HP1b binding inh	Pin1 inh	BAZ2B inh
O=C(N/C(=C\c1ccc(F)cc1)C(=O)N1CCCCCC1)c1ccccc1	16%	-40%	0%	5	-3%	-8%	8%	0%	4%
CCC(C)OC(=O)C1=C(C)NC2=C(C(=O)C(C(=O)OC)C(C)C2)C1c1ccc(N(C)C)cc1 (stereo not drawn)	-24%	5µM*	1%	0	4%	18µM*	?	1%	?
CC(C)C(Sc1nc(-c2ccccc2)cc(-c2ccccc2)c1C#N)C(=O)O (stereo not drawn)	-2%	/	-4%	0	0%	-17%	-13%	-22%	?
C[C@H](CO)N1C[C@H](C)[C@@H](CN(C)S(=O)(=O)c2cn(C)cn2)Oc2c(NS(=O)(=O)c3cn(C)cn3)cccc2C1=O	-11%	/	-5%	2	1%	-25%	40%[activator]	3%	/
CCCCN(C(=O)CCN1C(=O)C2CC=CCC2C1=O)c1c(N)n(CCCC)c(=O)[nH]c1=O (stereo not drawn)	5%	/	-3%	-1	-8%	-6%	27%	-4%	/
CC(=O)Nc1ccc(S(=O)(=O)Nc2cccn(Cc3ccc(C)cc3)c2=O)cc1	2%	3%	-3%	4	1%	-29%	4%	5%	-8%
CC(C)[C@H](NC(=O)NCCc1ccccc1)C(=O)O	1%	28%[59 µM]	5%	1	5%	-4%	22%	2%	-4%
Cc1cc(=O)oc2cc(OCC(=O)N/N=C/c3cc([N+](=O)[O-])ccc3O)ccc12	/	?	i	-6	-3%	-24%	40%	-8%	6%
Cc1cc(C)nc(NNC2=CC(=[N+]3CCCC3)CCC2)n1	4%	?	-6%	-2	?	3.2µM*	?	-1%	-8%
Cc1ccc(-n2c(SCC(=O)N3CCCc4ccccc43)nnc2-c2cccnc2)c(C)c1	4%	0%[2.33 µM]	i	4	3%	-14%	3%	?	6%
CCOC(=O)C1(CCOC)CCN(C(=O)Cc2ccc3ccccc3c2)CC1	0%	32%	-3%	-9	-4%	-2%	35%	4%	-1%
C=CCOc1ccccc1NC(=O)CN1C(=O)CNC1=O	2%	-8%[59 µM]	0%	-1	-5%	-4%	41%[activator]	9%	8%
COCCNC(=S)N1CCC(C(=O)c2ccc(C)cc2)CC1	-6%	39%	1%	3	4%	1%	42%[activator]	-9%	-11%
C=CCSc1ncccc1C(=O)NCc1ccccc1	-13%	?	0%	1	5%	-13%	9%	-9%	7%
CC(CN1CCOCC1)C(=O)c1ccccc1 (stereo not drawn)	3%	-46%	/	9	3%	-12%	7%	-10%	3%
CC(C)C(=O)Nc1cccc(C(=O)Nc2nnc(C(C)(C)C)s2)c1	0%	/	-8%	3	7%	-5%	10%	?	-4%
CCOC(=O)NC(=O)COC(=O)CCCc1nc2ccccc2s1	-7%	-12%	1%	3	0%	-1%	8%	-7%	-7%
O=C(NCc1ccco1)/C(=C\C=C\c1ccccc1)NC(=O)c1ccco1	-1%	?	-11%	2	-1%	-10%[11.4 µM]	32%	-5%	?
NS(=O)(=O)c1ccc(CCNC(=O)C2CCC(CNS(=O)(=O)c3ccc(Br)s3)CC2)cc1 (stereo not drawn)	-10%	5%	7%	-17	-1%	-4%	9%	-2%	-5%
Cc1ccc(-n2nnnc2SCC(=O)c2cc(C)n(-c3cc(C)on3)c2C)cc1	/	9%[12.7 µM]	-4%	-3	0%	-3%	34%	35%[activator]	-7%
CCOC(=O)c1ccc(NC(=O)COc2ccccc2CNC2CCCC2)cc1	2%	/	-8%	1	4%	-15%	31%	-1%	-11%
COCCNC(=O)c1ccc(Cn2c(SCC(=O)NCC3CCCO3)nc3ccc(Br)cc3c2=O)cc1 (stereo not drawn)	9%	-13%	-9%	-3	-3%	-3%	48%[activator]	-9%	17%
CCSc1nnc(SCC(=O)NC2CCCCC2)s1	1%	7%[2.33 µM]	-15%	1	-9%	-14%	17%	-8%	8%
Cc1nc(C/C(=N\N)c2ccc(O)cc2O)cs1	3%	32µM*	-3%	3	?	-17%	8%	?	-22%
OCCCNc1nccc(-c2cc(Nc3cccc(Cl)c3)ncn2)n1	7%	?	-12%	-10	1%	?	67%[activator]	0%	?
O=[N+]([O-])c1cc(-c2nnc(Nc3ccc(O)cc3)c3ccccc23)ccc1N1CCOCC1	-3%	20µM*	-1%	-2	?	?	?	2%	?
Cc1csc(NC(=O)CSc2nncn2C)n1	6%	35%[59 µM]	i	4	1%	2%	34%	-1%	11%
CCCCc1ncc(CN2CCC(n3nccc3NC(=O)C(OC)c3ccccc3)CC2)[nH]1 (stereo not drawn)	-2%	86%[activator]	-3%	-2	?	6%	30%	-1%	7%
Cc1ccccc1CN1CCC(CNC(=O)C2CCCN(c3ncnc4c3nc3n4CCCCC3)C2)CC1 (stereo not drawn)	19%	17%	-1%	-2	-10%	-11%	23%	-1%	-21%
CC(C)N1CCN(Cc2ccc3c(c2)Cc2ccccc2-3)CC1CCO (stereo not drawn)	8%	-6%[12.7 µM]	1%	-5	8%	-21%	12%	-1%	-14%
CSc1ccccc1NC(=O)Nc1cccc(F)c1	1%	24%	i	-1	0%	-11%	26%	6%	8%
CC(C)NC(=O)c1nn(C)c2ccccc12	/	20%[59 µM]	-4%	-1	-1%	-3%	19%	4%	9%
CC1CC(=O)NN=C1c1ccc(N(C)C)c([N+](=O)[O-])c1 (stereo not drawn)	-3%	-12%[59 µM]	i	-3	2%	-11%	33%[activator]	-1%	-6%
CCN(C[C@H]1N[C@@](CC)(C(=O)OC)[C@H]2C(=O)N(C)C(=O)[C@@H]12)C(=O)NC(C)C	0%	/	-8%	-1	3%	-32%	20%	0%	/
COc1cc(Nc2c3c(nc4ccccc24)CCCC3)cc(OC)c1OC	0%	-8%	-6%	0	8%	-31%	25%	2%	1%
c1ccc2[nH]c(NN=C3CCCCCC3)nc2c1	-2%	-6%	-16%	-7	1%	-33%	13%	-10%	?
CC1=C(C#N)C(NC(=O)c2ccc(Cl)cc2)(C(F)(F)F)C(=O)N1 (stereo not drawn)	-5%	-8%[59 µM]	-9%	-1	6%	-7%	17%	1%	-3%
Cc1nonc1NC(=O)CSc1nnc(N)s1	0%	-1%[59 µM]	0%	-1	4%	-7%	33%[activator]	-4%	6%
COc1ccccc1NC(=O)OC(C)c1ccc(Cl)cc1 (stereo not drawn)	-13%	164%[activator]	-5%	-1	-12%	126%[activator]	123%[activator]	-7%	79%[activator]
CCOC(=O)C1=C(COC(=O)c2ccc(Cl)cc2[N+](=O)[O-])NC(=O)NC1C (stereo not drawn)	5%	-47%	3%	-4	6%	-22%	-5%	3%	-35%
CCc1cc(=O)oc2cc(OCC(=O)NCCCN3CCCC3=O)c(Cl)cc12	-5%	17%	0%	-2	-3%	-8%	31%	-8%	-9%
O=C(/C=C/c1ccc(Cl)cc1)N1CCOCC1	-2%	/	4%	0	-3%	-8%	14%	3%	20%
O=C(c1cc(-c2ccc(F)cc2)on1)N1CCCc2ccccc21	-4%	42%[activator][59 µM]	-3%	1	0%	17%	33%[57 µM]	4%	1%
CCn1c(SCC(=O)N2CCOCC2)nnc1-c1cccs1	-6%	-16%	-16%	-12	-5%	3%	60%[activator]	2%	-15%
COc1ccc(C2C(C(=O)c3cccs3)=C(O)C(=O)N2c2nnc(C)s2)cc1OC (stereo not drawn)	/	?	/	-1	7%	79µM*	24%	/	50µM*
CSc1n[nH]c(NCc2ccc(C)cc2)n1	0%	14%[59 µM]	-1%	-4	12%	?	26%	?	4%
CCOc1ccccc1CN1CCNC(=O)C1CC(=O)N(C)Cc1cnccn1 (stereo not drawn)	-29%	/	-6%	-3	-16%	-3%	33%	-11%	-14%
COc1cccc(-c2nnc(SCc3cccnc3)o2)c1	-7%	-24%[59 µM]	-1%	-4	-4%	-5%	30%	4%	22%
CC(=O)NC(=S)Nc1cccc(S(=O)(=O)NC2=NCCC2)c1	/	-7%	-9%	0	2%	-8%	45%[activator]	7%	0%
CCN(CC)CCNC(=O)C(=O)NCC1OCCN1S(=O)(=O)c1ccc(Cl)cc1 (stereo not drawn)	-1%	/	2%	6	6%	-15%	8%	1%	3%
COC(=O)COc1cccc(NS(=O)(=O)c2ccc(NC(C)=O)cc2)c1	/	3%[12.7 µM]	/	0	4%	-1%	17%	0%	7%
CCC1CCCCN1C(=O)CN1C(=O)c2ccccc2S1(=O)=O (stereo not drawn)	0%	1%	-3%	4	5%	-9%	3%	-3%	4%

Source: PubChem
